Screening results from PubChem BioAssay.
TR SRC2 fluor cs – counter-screen for TRb-SRC2 inhibitors: fluorescence interference | TRb/SRC2 Texas Red total fluorescence interference | Potency, µM (titrated, usually from 106 µM), for inactives: at the highest dose fluorescence change, negative = quenching | 280,000 tested, 0.29% active | AID 1479; active = well fitted curve in either direction with a large enough effect; inconclusive = small, poorly fitted or top-dose-only effect
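Human TRb ligand-binding domain at 0.6 uM with 20 nM Texas Red SRC2 peptide in Tris buffer containing 1 uM T3 and 5% DMSO, incubated with compound 5 h at ambient temperature. Total fluorescence (555/632 nm) calculated as parallel + 2 × perpendicular.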
L3MBTL1 inh – L3MBTL1 (human) inhibition. Q9Y468. AlphaScreen L3MBTL1–H3K9me1 peptide binding. Potency, µM (doses to about 57.1 µM), for inactives: top-dose activity, negative = inhibition, usual class: inhibitors. 230,000 tested, 0.66% active; note: nearly all actives have a fitted effect of over 60% in size
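First, the protein-peptide complex forms for 30 min at room temperature (L3MBTL1 50 nM, biotinylated H3K9me1 peptide 75 nM). Next, compounds are pin-transferred and incubated 30 min. Finally, AlphaScreen beads are added and read after 30 min.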
GAA inh – inhibitors of human lysosomal alpha-glucosidase; P10253; purified human GAA, 4-MU-alpha-glucoside fluorescence; Potency, µM (top dose mostly 76.9 µM), inactives show top-dose activity change, negative = inhibition, most hits filed as inhibitors; 200,000 tested, 0.005% active; AID 1466;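 note: plate controls were uninhibited enzyme wells for no effect and no-enzyme background for full effect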
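Fluorogenic assay: 4 nM human alpha-glucosidase with 400 uM 4-methylumbelliferyl-alpha-D-pyranoside in 50 mM citrate/phosphate, 0.005% Tween-20, pH 5.0, 20 min at room temperature. Compounds tested up to 77 uM; AC50 from Hill fits.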
aGlu spleen mod – inhibits or activates alpha-glucosidase in human spleen homogenate; Potency, µM (titrated, usually from 79.9 µM), inactives show at the highest dose activity change, negative = inhibition, hits mostly inhibitors; AID 2112; human spleen homogenate, 4-MU-alpha-glucoside fluorescence; P10253; 240,000 tested, 0.006% active;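 note: 0% = enzyme with vehicle and -100% = no enzyme basal signal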
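Compounds were titrated against alpha-glucosidase in spleen homogenate at pH 5.0, with 1 mM 4-methylumbelliferyl substrate for 40 min at 37 C. Reactions were quenched with pH 10 NaOH/glycine and fluorescence measured.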
TRb-SRC2 inh – inhibitors of human thyroid hormone receptor beta-SRC2 interaction; P10828; TRbeta-SRC2 peptide binding, fluorescence polarization; receptor liganded with 1 µM T3; 280,000 tested, 0.065% active; Potency, µM (highest dose often 106 µM), for the others: at the top dose activity change, negative = inhibition, most hits filed as inhibitors;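 note: plate controls were bound peptide for no effect and peptide without receptor for full effect; nearly all actives have a fitted effect of over 50% in size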
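A fluorescence polarization screen tested compounds at multiple concentrations against complex formation between 0.6 uM TRb ligand-binding domain and 20 nM Texas Red SRC2 peptide, with 1 uM T3 present; readout after 5 hr.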
GAA glycogen mod – alters human alpha-glucosidase cleavage of glycogen. P10253. 300,000 tested, 0.38% active. recombinant GAA, glycogen substrate, Amplex Red glucose oxidase fluorescence. Potency, µM (titrated, usually from 76.4 µM), for inactives: top-dose activity change, negative = inhibition, actives largely listed as inhibitors;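 note: 0% = full enzyme reaction and -100% = no-enzyme basal signal; the screen sought inhibitors and activators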
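Natural-substrate format: glycogen cleavage by 4 nM human enzyme, glucose read by Amplex Red coupling (Ex 573, Em 610 nm). Normalized to enzyme and no-enzyme controls.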
RECQ1 inh – RECQ1 (human) helicase inhibition | P46063 | RECQ1 DNA unwinding, red fluorescence kinetic read | Potency, µM (top dose mostly 57.3 µM), inactives show at the top dose activity, negative = inhibition, usual class: inhibitors | 240,000 tested, 0.54% active;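 note: plate controls were vehicle for no effect and no enzyme for full effect; nearly all actives have a fitted effect of over 30% in size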
Target sequence (P46063 whole entry, looked up): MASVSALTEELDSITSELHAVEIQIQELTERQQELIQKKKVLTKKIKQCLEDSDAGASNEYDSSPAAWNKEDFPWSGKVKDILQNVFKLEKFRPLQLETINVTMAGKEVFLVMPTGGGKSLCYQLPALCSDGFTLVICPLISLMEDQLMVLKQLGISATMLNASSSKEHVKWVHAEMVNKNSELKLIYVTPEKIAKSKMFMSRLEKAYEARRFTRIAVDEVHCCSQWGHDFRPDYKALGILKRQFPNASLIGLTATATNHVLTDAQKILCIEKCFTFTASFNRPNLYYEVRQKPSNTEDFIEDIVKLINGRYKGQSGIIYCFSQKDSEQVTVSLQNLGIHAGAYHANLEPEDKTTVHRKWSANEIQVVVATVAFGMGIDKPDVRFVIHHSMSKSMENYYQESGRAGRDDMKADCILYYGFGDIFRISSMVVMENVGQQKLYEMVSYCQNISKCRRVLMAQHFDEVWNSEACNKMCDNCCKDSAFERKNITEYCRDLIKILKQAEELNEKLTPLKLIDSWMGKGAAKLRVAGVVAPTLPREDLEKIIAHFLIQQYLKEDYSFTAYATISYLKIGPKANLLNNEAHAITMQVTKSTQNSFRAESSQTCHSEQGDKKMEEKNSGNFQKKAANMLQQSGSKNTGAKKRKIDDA
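RECQ1T1 50 nM; forked duplex (20 bp + 30-nt ss tails) 200 nM, ATP 2 mM final; pH 8.0, 2 mM MgCl2, 2.5 ug/ml poly(dI-dC); 15 min compound preincubation; discontinuous kinetic read over 2 h at RT.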
GoLoco inh red – blocks human Gai1 binding to RGS12 GoLoco peptide, red readout; Potency, µM (highest dose often 61.6 µM), without a hit: at the top dose activity, negative = inhibition, actives largely listed as inhibitors; 230,000 tested, 0.44% active; Gai1:RGS12 GoLoco peptide FP, rhodamine, 10 min; active = well fitted inhibition curve with a large enough effect, not every such curve was filed as active; inactive = no such curve, though single readings can be large or run the other way; note: nearly all actives have a fitted effect of over 30% in size; many of its hits are not listed in these tables
Target sequence (P63096 whole entry, looked up): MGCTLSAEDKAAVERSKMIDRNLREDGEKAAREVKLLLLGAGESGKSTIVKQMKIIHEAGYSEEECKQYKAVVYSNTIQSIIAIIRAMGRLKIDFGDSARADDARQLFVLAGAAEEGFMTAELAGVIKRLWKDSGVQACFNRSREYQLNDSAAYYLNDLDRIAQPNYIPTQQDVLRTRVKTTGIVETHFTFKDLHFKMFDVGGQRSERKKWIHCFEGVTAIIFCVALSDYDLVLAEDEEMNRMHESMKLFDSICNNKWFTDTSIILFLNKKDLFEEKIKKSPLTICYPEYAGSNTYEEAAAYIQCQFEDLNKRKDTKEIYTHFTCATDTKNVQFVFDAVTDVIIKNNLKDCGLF
Starred values were filed as active, the others as inactive; [ ] = another dose, or the depositor's remark. Unless noted, calls come from the whole dose curve; as a rule, active = well fitted curve in the direction sought with a large enough effect; inconclusive = small, poorly fitted or top-dose-only effect, or another doubt; inactive = no such curve, though single readings can be large; an effect the other way counts as inactive or inconclusive. Unless noted, % is set by controls: 0 for no effect and ±100 for the full control effect; potency is the fitted concentration of half-maximal effect.

For CCc1ccc(OCC(=O)NC(=S)Nc2ccc(C(C)=O)cc2)c(Br)c1 the results were TR SRC2 fluor cs -2.1%, GAA inh 0.4%, aGlu spleen mod -7.3%, TRb-SRC2 inh -11.2%, GAA glycogen mod 0.0%, RECQ1 inh -7.9% and GoLoco inh red 1.4%.
O=C(c1cccnc1)N1CCN(S(=O)(=O)c2ccc3ccccc3c2)CC1 was read as TR SRC2 fluor cs -0.5%, GAA inh -8.0%, aGlu spleen mod 7.8%, TRb-SRC2 inh 5.9%, GAA glycogen mod -0.3%, RECQ1 inh -4.9% and GoLoco inh red 7.1%.
Screening Cc1ccc(N)cc1CN1CCCC1=O returned TR SRC2 fluor cs 0.9%, GAA inh 5.4%, aGlu spleen mod -9.6%, TRb-SRC2 inh -12.7%, GAA glycogen mod 0.7%, RECQ1 inh 0.0% and GoLoco inh red -1.5%.
`O=S(=O)(NCc1ccccc1)NCc1ccccc1` gave TR SRC2 fluor cs 0.3%, L3MBTL1 inh -7.8%, GAA inh 4.2%, aGlu spleen mod -6.2%, TRb-SRC2 inh 4.2%, GAA glycogen mod -5.7%, RECQ1 inh -2.6% and GoLoco inh red -11.3%.
Screening NC(=O)CSc1nnc(-c2ccccn2)n1Cc1ccco1 returned TR SRC2 fluor cs -1.1%, L3MBTL1 inh -9.0%, aGlu spleen mod 2.2%, TRb-SRC2 inh -2.1%, GAA glycogen mod -12.5%, RECQ1 inh inactive and GoLoco inh red 0.3%.
Screening O=C(OCC(=O)N1CCN(C(=O)c2ccco2)CC1)C1=COCCO1 returned TR SRC2 fluor cs 2.3%, L3MBTL1 inh -4.9%, GAA inh 2.5%, aGlu spleen mod -9.9%, TRb-SRC2 inh 6.5%, GAA glycogen mod 1.1%, RECQ1 inh -8.5% and GoLoco inh red 6.1%.
O=C1Nc2ccccc2/C1=N/N=C/c1cccc(O)c1 was read as TR SRC2 fluor cs -9.4%, L3MBTL1 inh -0.5%, GAA inh -11.4%, aGlu spleen mod -1.8%, TRb-SRC2 inh 0.2%, GAA glycogen mod 0.8%, RECQ1 inh inactive and GoLoco inh red 5.0%.
For CC(=O)c1c(C(C)=O)c(C)n(-c2ccc(N)cc2)c1C the results were TR SRC2 fluor cs -1.0%, GAA inh -10.7%, aGlu spleen mod 6.8%, TRb-SRC2 inh 3.8%, GAA glycogen mod 1.9%, RECQ1 inh -14.2% and GoLoco inh red -0.5%.
Screening O=C(CSc1nccc(-c2cccs2)n1)Nc1cccc(Cl)c1Cl returned TR SRC2 fluor cs -3.1%, L3MBTL1 inh 17.9%, GAA inh -7.5%, aGlu spleen mod -7.4%, TRb-SRC2 inh -6.9%, GAA glycogen mod -14.7%, RECQ1 inh -9.4% and GoLoco inh red 3.5%.
COc1ccc(-c2cc(=NC(CC(C)C)C(=O)O)c3cc(C)ccc3o2)cc1 (centres undefined) was read as TR SRC2 fluor cs -5.5%, L3MBTL1 inh -1.1%, GAA inh inconclusive, aGlu spleen mod 8.6%, TRb-SRC2 inh -1.8%, GAA glycogen mod -2.0%, RECQ1 inh -3.7% and GoLoco inh red -2.9%.
Cc1sc2nc(SCc3ccc(C(=O)O)cc3)n(Cc3ccco3)c(=O)c2c1C was read as TR SRC2 fluor cs -3.4%, L3MBTL1 inh -25.2%, aGlu spleen mod -0.8%, TRb-SRC2 inh 1.3%, GAA glycogen mod 6.5%, RECQ1 inh -4.5% and GoLoco inh red -0.3%.
Screening O=C(OCc1nnc(-c2ccccc2)o1)c1ccc(Cl)cc1 returned TR SRC2 fluor cs 0.0%, L3MBTL1 inh 35.7%[activator], GAA inh -3.6%, aGlu spleen mod -5.6%, TRb-SRC2 inh -16.0%, GAA glycogen mod 6.7%, RECQ1 inh inactive and GoLoco inh red 11.0%.
For COc1ccccc1C(c1nnnn1C(C)(C)C)N1CCCCCC1 (centres undefined) the results were TR SRC2 fluor cs 2.3%, L3MBTL1 inh 1.1%, GAA inh -2.2%, aGlu spleen mod -0.1%, TRb-SRC2 inh -4.6%, GAA glycogen mod 3.0%, RECQ1 inh inactive and GoLoco inh red 4.7%.
`O=C(CCCn1c(=O)[nH]c2cc(Cl)ccc2c1=O)NCCCN1CCCC1` gave TR SRC2 fluor cs 2.5%, GAA inh -2.3%, aGlu spleen mod -1.9%, TRb-SRC2 inh 0.1%, GAA glycogen mod 10.6%, RECQ1 inh -10.0% and GoLoco inh red 8.5%.
Screening COc1ccccc1NC(=O)c1cc(S(=O)(=O)N2CCOCC2)ccc1Cl returned TR SRC2 fluor cs -4.2%, GAA inh -5.9%, aGlu spleen mod -3.9%, TRb-SRC2 inh -10.2%, GAA glycogen mod 5.7%, RECQ1 inh inactive and GoLoco inh red 0.8%.
O=C(O)c1c(-c2ccc(Cl)cc2)cn2ccccc12 was read as TR SRC2 fluor cs 1.6%, L3MBTL1 inh -4.8%, GAA inh 8.5%, aGlu spleen mod 3.3%, TRb-SRC2 inh -6.2%, GAA glycogen mod 1.6%, RECQ1 inh -19.9% and GoLoco inh red 1.1%.
Screening Cc1ccc(S(=O)(=O)NNC(=O)Nc2ccc(Cl)c(Cl)c2)cc1 returned TR SRC2 fluor cs -0.5%, L3MBTL1 inh 0.9%, GAA inh -10.4%, aGlu spleen mod -0.5%, TRb-SRC2 inh -0.2%, GAA glycogen mod -5.5%, RECQ1 inh inactive and GoLoco inh red -8.4%.
Cc1ccc(C(=O)NCc2ccccc2)cc1Br was read as TR SRC2 fluor cs -3.6%[53 µM], L3MBTL1 inh 16.6%, GAA inh -5.4%, aGlu spleen mod -4.8%, TRb-SRC2 inh 0.2%[53 µM], GAA glycogen mod 4.6%, RECQ1 inh -4.1% and GoLoco inh red -0.7%.
For CCN(CC)C(=O)CCc1nnc(CCc2c[nH]c3ccccc23)o1 the results were TR SRC2 fluor cs -1.3%[53 µM], L3MBTL1 inh 3.6%, GAA inh -11.2%, aGlu spleen mod 0.5%, TRb-SRC2 inh -3.2%[53 µM], GAA glycogen mod 3.1%, RECQ1 inh inactive and GoLoco inh red 12.6%.
COc1ccc2c(c1)c1nc3ccccc3nc1n2Cc1ccc(OC)c(OC)c1 was read as TR SRC2 fluor cs 0.3%, L3MBTL1 inh 36.5%[activator], GAA inh -6.6%, aGlu spleen mod -10.2%, TRb-SRC2 inh -0.9%, GAA glycogen mod 14.5%, RECQ1 inh -2.3% and GoLoco inh red 6.0%.
`CCCC1CCC(c2ccc(C(N)=O)cc2)CC1` (centres undefined) gave TR SRC2 fluor cs -7.0%, L3MBTL1 inh 0.5%, GAA inh 8.4%, aGlu spleen mod 0.5%, TRb-SRC2 inh -0.6%, GAA glycogen mod 5.2%, RECQ1 inh -8.7% and GoLoco inh red 0.4%.
For O=C(CCN1C(=O)c2ccccc2C1=O)NC(=S)Nc1ccccc1 the results were TR SRC2 fluor cs 3.0%, L3MBTL1 inh -8.5%, GAA inh 3.6%, aGlu spleen mod -0.7%, TRb-SRC2 inh 9.0%, GAA glycogen mod -0.2%, RECQ1 inh -5.8% and GoLoco inh red -4.5%.
CC(C)CC(NC(=O)OC(C)(C)C)c1cn([C@@H](Cc2cc3ccccc3[nH]2)C(=O)N2CCN(C(=O)OC(C)(C)C)CC2)nn1 (some centres undefined) was read as TR SRC2 fluor cs 0.7%, L3MBTL1 inh -5.6%, aGlu spleen mod -5.7%, TRb-SRC2 inh -0.4%, GAA glycogen mod -13.6%, RECQ1 inh -19.4% and GoLoco inh red 3.6%.
`COC(=O)CCC(=O)NN1C(=O)c2ccccc2C1=O` gave TR SRC2 fluor cs -0.7%[53 µM], L3MBTL1 inh 2.1%, GAA inh 1.0%, aGlu spleen mod -0.7%, TRb-SRC2 inh -1.0%[53 µM], GAA glycogen mod -12.8%, RECQ1 inh -7.9% and GoLoco inh red 3.4%.
O=[N+]([O-])c1ccc(-c2cnc[nH]2)cc1 was read as TR SRC2 fluor cs -1.7%, L3MBTL1 inh -3.1%, aGlu spleen mod 7.0%, TRb-SRC2 inh -2.1%, GAA glycogen mod 3.4%, RECQ1 inh -2.5% and GoLoco inh red 1.7%.
CC1CCN(c2nnc(N)s2)CC1 was read as TR SRC2 fluor cs 0.1%, L3MBTL1 inh 2.8%, GAA inh -27.8%[15.4 µM], aGlu spleen mod -7.1%, TRb-SRC2 inh -2.7%, GAA glycogen mod 4.8%, RECQ1 inh -0.9% and GoLoco inh red 9.5%.
Screening CCOC(=O)CNC(=O)CSc1nc2ncc(Br)cc2[nH]1 returned TR SRC2 fluor cs -3.5%, L3MBTL1 inh 11.6%, GAA inh -6.1%, aGlu spleen mod 1.0%, TRb-SRC2 inh -16.1%, GAA glycogen mod 1.0%, RECQ1 inh inactive and GoLoco inh red 5.9%.
For COc1ccc(N2CCN(c3oc(COc4ccc(Cl)cc4Cl)nc3C#N)CC2)cc1 the results were TR SRC2 fluor cs 2.1%, L3MBTL1 inh -28.3%, GAA inh -0.4%, aGlu spleen mod 1.8%, TRb-SRC2 inh -11.4%, GAA glycogen mod -18.1%, RECQ1 inh -12.0% and GoLoco inh red 8.6%.
For COc1cccc(NC(=O)C(=O)NCc2ccncc2)c1 the results were TR SRC2 fluor cs 1.2%, L3MBTL1 inh 6.5%, GAA inh 10.4%, aGlu spleen mod 7.5%, TRb-SRC2 inh 5.7%, GAA glycogen mod -1.6%, RECQ1 inh inactive and GoLoco inh red 5.0%.
For Cc1cc(C)nc(/N=C2\NC(=O)CC(C(=O)O)N2c2ccc(Oc3ccccc3)cc2)n1 (centres undefined) the results were TR SRC2 fluor cs -3.9%, L3MBTL1 inh 8.7%, GAA inh 1.4%, aGlu spleen mod 3.3%, TRb-SRC2 inh -6.9%, GAA glycogen mod -6.4%, RECQ1 inh -1.8% and GoLoco inh red 1.3%.
CCOC(=O)C/C(C)=N/NC(=O)c1cccs1 was read as TR SRC2 fluor cs -1.8%, L3MBTL1 inh -1.5%, GAA inh 0.2%, aGlu spleen mod 8.5%, TRb-SRC2 inh 6.4%, GAA glycogen mod -14.8% and RECQ1 inh -1.9%.

These rows are one share of the data (hit frequency here may not be typical).
